T cell HTS: T cell immune modulators affecting CD8 T cell-vesicle binding; 2C CD8+ T cell-vesicle binding, flow cytometry; stronger effect = lower value; calls only at 7 µM; 330,000 tested, 0.068% active; AID 2052;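 active = response, share of CD8 T cells binding vesicles, and their 90th percentile fluorescence all below set limits, cut at about 80% in these data, passing the limit was not always enough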
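Benchmarks: naked versus QL9-loaded vesicles / Assay system: purified 2C TCR transgenic mouse naive CD8+ T cells / Technique: high-throughput flow cytometry with anti-B7-1 and anti-CD8 staining / Timing: Cell–vesicle co-incubation 1.5 h at 37 °C, staining 20 min on ice / Read-out: percent CD8+ FL2 mean versus row control / Probe or stimulus: QL9-loaded Drosophila micro-vesicles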
Salmonella PhoP GFP: inhibitors of PhoP regulon expression, primary screen, Salmonella Typhimurium, GFP reporter (AID 1863). S. Typhimurium PhoP-regulated promoter GFP reporter, 4 h; higher % means a stronger effect. inhibition, % at 50 µM; hits with a dose series show IC50 in µM. 300,000 tested, 0.16% active;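 active = inhibition over 29.93%, a cutoff 3 SD above the screen mean, later confirmed by dose response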;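 note: 0% = low Mg2+ inducing control and 100% = high Mg2+ repressing control; strong numbers were not always called active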
Lipid droplet: modulators of hepatic lipid droplet formation. 240,000 tested, 0.4% active. AML12 mouse hepatocytes, oleate lipid droplets, BODIPY imaging. inhibition, % at 6.5 µM. AID 1656;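 active = lipid droplet intensity inhibited by at least 50%, with more than 500 cells counted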
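Assay system: AML12 hepatocytes (mouse); Probe or stimulus: oleic acid at 100 µM to induce lipid droplet formation; Dosing: compound at 6.5 µM only; Schedule: compound with oleate, overnight; Detection: fluorescence imaging, 20x objective, two fields per well; Measure: % inhibition of lipid droplet signal.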
Lipid droplet cells 6.5 µM: recorded beside Lipid droplet, whose call it bears; cell count; measured here: cell count, cytotoxicity flag;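 cells counted across two imaged fields per well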
T cell HTS vesicle-bound %: also measured in T cell HTS; calls as there; double positive events, %; measured here: CD8+ vesicle-bound cell fraction;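 binding gate set so that unloaded-vesicle control wells show 10% double positive cells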
Active calls of the source: *; i = inactive. An excerpt; count on the stated rates, not on these rows.

mol,T cell HTS,T cell HTS vesicle-bound %,Salmonella PhoP GFP,Lipid droplet,Lipid droplet cells 6.5 µM
CC(C)c1ccc(NC2CCCN(C(=O)CCN3CCOCC3)C2)cc1 (stereo not drawn),i,9,-3%,4,739
CSc1ccc(CCNC(=O)Cn2ncc3c([nH]c4ccccc43)c2=O)cc1,i,4,-3%,18,688
CCc1ccc(C)[n+](CC(=O)c2cccs2)c1,i,48,1%,8,811
COc1ccc(N2CC(C(=O)NC3CCSC3=O)CC2=O)cc1 (stereo not drawn),i,19,4%,-3,826
O=C(CN1CCCN(S(=O)(=O)c2ccc(F)cc2)CC1)Nc1c(Cl)cccc1Cl,i,23,2%,-11,786
Cc1c(OCC(=O)NCC(O)c2ccccc2)ccc2c(-c3ccccc3)cc(=O)oc12 (stereo not drawn),i,27,-6%,-2,769
CC1CCCC(NC(=O)CCC(=O)NCc2ccccc2)C1C (stereo not drawn),i,36,-6%,6,852
CC1CC(C)CN(CCCNC(=O)c2cc3c(s2)-c2ccccc2OC3)C1 (stereo not drawn),i,45,-2%,-2,724
CN1C(=O)[C@H]2[C@@H](/C=C/c3ccccc3)N3C(=O)CN(Cc4ccccc4)C(=O)[C@@]3(C)[C@H]2C1=O,i,19,0%,-4,777
CCOC(=O)[C@@H]1[C@H]2COc3ccc(Br)cc3[C@@H]2N2C(=O)N(c3ccc(F)cc3)C(=O)[C@]12C,i,15,-1%,-18,746
O=C(NCC1COCCO1)c1ccc2nc(Cc3cccc(Cl)c3)oc2c1 (stereo not drawn),i,35,6%,0,655
COc1ccc(N2CCN(C(=O)CNC(=O)c3ccccc3Cl)CC2)cc1,i,18,-2%,-2,848
Cc1c(/C=N/O)c2ccccn2c1C(=O)c1ccc(F)cc1,i,17,0%,-13,846
Cc1nnc(SCC2=C(C(=O)O)N3C(=O)C(NC(=O)Cn4cnnn4)C3SC2)s1 (stereo not drawn),i,58,-4%,-2,785
COc1ccc(CN(CC(=O)NCC2CCCO2)C(=O)CNS(=O)(=O)c2ccccc2)cc1 (stereo not drawn),i,12,8%,-10,803
COc1ccc(C(O)(C2CCCCC2)C(CN2CCOCC2)c2ccccc2)cc1 (stereo not drawn),i,39,-2%,13,754
CC(=O)c1cccc(NC(=O)/C(=C/c2ccco2)NC(=O)c2ccco2)c1,i,73,-1%,12,824
COc1cc(C(=O)N/N=C/c2coc3ccc(Cl)cc3c2=O)ccc1O,i,18,-4%,-3,793
N#Cc1ccccc1OCC(=O)OCCCOC(=O)COc1ccccc1C#N,i,66,0%,10,735
Cc1ccc(NC(=O)C2CCN(S(=O)(=O)c3cccs3)CC2)c(O)c1,i,21,-4%,-3,852
Cc1ccc(N(C(=O)c2csnn2)C(C(=O)NC2CCCCC2)c2cccnc2)cc1 (stereo not drawn),i,16,-1%,1,836
CN1CCN(C(=O)c2cc3ccccc3[nH]2)CC1,i,30,4%,-14,774
COc1ccc(OCc2cc(C(=O)NC(C)Cc3cccnc3)no2)c(Cl)c1 (stereo not drawn),i,54,2%,16,734
C=CCNc1nc(N)c([N+](=O)[O-])c(Nc2ccccc2OC)n1,i,64,-5%,13,857
CCSc1ncc(Cl)c(C(=O)Nc2ccccc2Cl)n1,i,26,1%,-22,650
Cc1ccc(CS(=O)Cc2ccc(C(=O)N3CCN(c4ccccn4)CC3)o2)cc1 (stereo not drawn),i,15,-35%,-31,658
Cc1csc(=O)n1CCC(=O)OCC(=O)N(CC(C)C)c1c(N)n(Cc2ccccc2)c(=O)[nH]c1=O,i,64,1%,-33,804
O=C1C2C3CCC(C3)C2C(=O)N1c1ccc2ccccc2c1 (stereo not drawn),i,19,1%,0,826
CCOC(=O)N1CCN(S(=O)(=O)c2ccc(OC)c(C(=O)N3CCCCC3)c2)CC1,i,28,10%,-3,786
O=C(Nc1ccnn1C1CCN(C(=O)c2ccccc2C(F)(F)F)CC1)C1CC1,i,24,1%,-18,666

Among those listed so far, three contain a thiophene ring, fused or not:
mol,T cell HTS,T cell HTS vesicle-bound %,Salmonella PhoP GFP,Lipid droplet,Lipid droplet cells 6.5 µM
CCc1ccc(C)[n+](CC(=O)c2cccs2)c1,i,48,1%,8,811
CC1CC(C)CN(CCCNC(=O)c2cc3c(s2)-c2ccccc2OC3)C1 (stereo not drawn),i,45,-2%,-2,724
Cc1ccc(NC(=O)C2CCN(S(=O)(=O)c3cccs3)CC2)c(O)c1,i,21,-4%,-3,852

New compounds follow
mol,T cell HTS,T cell HTS vesicle-bound %,Salmonella PhoP GFP,Lipid droplet,Lipid droplet cells 6.5 µM
O=C(O)C1CCN(C(=O)c2ccccc2N2C(=O)[C@@H]3Cc4c([nH]c5ccccc45)C(c4cccc(Cl)c4)N3C2=O)CC1 (stereo partly drawn),i,26,-6%,-2,764
COc1ccc(OC)c(C2=NS(=O)(=O)N(C)C(C(=O)Nc3ccc(C(C)=O)cc3)=C2)c1,i,8,-4%,17,744
O=Nc1[nH]c(=O)c(/C=C(\O)c2ccccc2)nc1NO,i,9,5%,3,837
Nc1nonc1-n1nnc(C(=O)N/N=C/c2ccccc2Cl)c1CN1CCOCC1,i,25,3%,-14,710
COc1ccccc1CN1CC(C(=O)N(C)CCOc2ccccc2)CCC1=O (stereo not drawn),i,18,4%,-27,737
Cc1ccc(N(C(=O)Cn2nnc(-c3ccc(C)o3)n2)C(C(=O)NC2CCCC2)c2ccncc2)cc1 (stereo not drawn),i,34,5%,8,806
CCCc1cc(=O)oc2c3c(cc(OCC(=O)NCc4ccccn4)c12)OC(C)(C)CC3,i,62,-6%,-25,766
Cc1ccc(-c2nc(NCCN(C)C)c3ccccc3n2)cc1,i,59,2%,-13,768
CCOc1ccc(C2C(C(=O)c3ccc(C)o3)=C(O)C(=O)N2c2cc(C)on2)cc1OC (stereo not drawn),i,7,-4%,-31,766
COc1ccccc1OCc1ccc(C(=O)NC(C)c2ccccc2)o1 (stereo not drawn),i,26,-4%,-14,400
Cc1ccccc1C(=O)Nc1cccc(C(=O)N/N=C/c2ccc3c(c2)OCO3)c1,i,12,2%,10,720
COc1ccc(-c2cc(C(=O)Nc3cccnc3)no2)cc1OC,i,43,7%,7,861
Cc1ccccc1C(=O)N1CCC(C(=O)Nc2ccc(S(=O)(=O)N3CCCCC3)cc2)CC1,i,57,-1%,3,676
Nc1cc(=O)nc(SCC(=O)N2CCN(c3ccccc3)CC2)n1-c1ccccc1,i,0,7%,8,819
COc1ccc(CCN2CC(C(=O)NCc3cccc4[nH]ccc34)CCC2=O)cc1 (stereo not drawn),i,63,2%,0,801

Record cards, from the list above.
COc1ccccc1CN1CC(C(=O)N(C)CCOc2ccccc2)CCC1=O (stereo not drawn) in the list: T cell HTS: i; T cell HTS vesicle-bound %: 18; Salmonella PhoP GFP: 4%; Lipid droplet: -27; Lipid droplet cells 6.5 µM: 737
Nc1nonc1-n1nnc(C(=O)N/N=C/c2ccccc2Cl)c1CN1CCOCC1 in the list: T cell HTS: i; T cell HTS vesicle-bound %: 25; Salmonella PhoP GFP: 3%; Lipid droplet: -14; Lipid droplet cells 6.5 µM: 710

The listing continues:
mol,T cell HTS,T cell HTS vesicle-bound %,Salmonella PhoP GFP,Lipid droplet,Lipid droplet cells 6.5 µM
CCc1cccc(N(C(=O)c2csnn2)C(C(=O)NC2CCCC2)c2cccnc2)c1 (stereo not drawn),i,12,-4%,-24,715
CN(CC1CCN(CCc2cccc(C(F)(F)F)c2)CC1)C(=O)c1ccc(F)cc1,i,65,-2%,-1,835
COc1ccc(NC(=O)c2ccc3c(c2)C(=O)N(CC2CCCO2)C3=O)c(OC)c1 (stereo not drawn),i,36,10%,-2,817
Cc1ccc(C(OCC(O)CNC(CO)C(O)c2ccc([N+](=O)[O-])cc2)c2ccccc2)cc1 (stereo not drawn),i,40,12%,0,816
COCc1ccc(C(=O)N2CCCC(C(=O)c3ccc(SC)cc3)C2)s1 (stereo not drawn),i,74,2%,-9,819
Cc1ccsc1/C=N/NC(=O)c1nnn(-c2nonc2N)c1CSc1ccccc1,i,26,-4%,12,715
CCn1nc(C)cc1C(=O)NC1CCCc2c1cnn2-c1cc(F)cc(F)c1 (stereo not drawn),i,66,3%,-18,610
C/C(=N\NC(=O)c1ccccc1F)c1cccc(NC(=O)c2ccccc2)c1,i,14,5%,-14,575
Cc1ccc(/C=N/NC(=O)Cc2c(F)cccc2Cl)s1,i,6,9%,9,865
COc1ccc(C(=O)Cn2cnc3ccccc3c2=O)c(OC)c1,i,12,-7%,9,657
CC(C)[C@H](NC(=O)N1c2ccccc2NC(=O)[C@@H]1C(C)C)C(=O)N[C@@H](C(=O)O)c1ccccc1,i,34,-2%,0,832
O=C(CCC(=O)c1ccc(F)cc1)Nc1cccc(Br)c1,i,29,-5%,-1,879
COc1ccc(N(C(=O)c2snc(C(N)=O)c2N)C(C(=O)NC2CCCC2)c2ccc3ncccc3c2)cc1 (stereo not drawn),i,10,7%,-28,816
COc1ccc(NC(=S)N2CCN(S(=O)(=O)c3ccc(F)cc3)CC2)cc1OC,i,59,1%,4,876
CC(C)Cn1c(N)c(/C=N/NC(=O)c2ccc(Cl)cc2)c(=O)n(C)c1=O,i,19,7%,-6,788
O=C(O)c1nn(-c2ccc(F)cc2)ccc1=O,i,6,21%,-5,805
O=C(CN(Cc1ccc(F)cc1)C(=O)CCC(=O)Nc1nccs1)NCc1ccccc1,i,50,-2%,-6,795
COc1ccc(CC(=O)N/N=C\c2cc(Br)c(O)c(Br)c2)cc1,i,58,9%,0,828
CC(=O)Nc1ccc(S(=O)(=O)N2CCN(S(=O)(=O)c3ccc(F)c(F)c3F)CC2)cc1,i,59,4%,4,813
Cc1ccc2[nH]c3nc(N/N=C/c4cccc(O)c4)nnc3c2c1,i,49,-4%,-2,786
O=C(NCc1ccccn1)Nc1ccc(F)cc1F,i,20,-2%,-11,777
CN(CC(=O)Nc1ccc(Cl)cc1)C(=O)CCC1CCCC1,i,20,-4%,3,840
Cc1occc1C(=O)N/N=C/c1ccc[nH]1,i,5,2%,7,740
COc1ccc(N2C(=O)c3ccccc3NC2c2ccccc2O)cc1 (stereo not drawn),i,46,1%,4,802
Cc1ccnc(NC(=O)C2CC(=O)N(c3ccc4c(c3)OCCO4)C2)c1 (stereo not drawn),i,21,-1%,-4,717
O=C(c1ccc(Cn2cnnn2)cc1)N1CCCC(Nc2ccc(F)c(F)c2)C1 (stereo not drawn),i,42,3%,13,671
CC(C)Cc1nn2c(=O)cc(CSCC(=O)Nc3ccccc3F)nc2s1,i,32,2%,-11,677
CN1CCN(CCC(=O)N/N=C/c2cc3c(cc2[N+](=O)[O-])OCO3)CC1,i,57,1%,2,858
COc1ccc(CNC(=O)C2CCN(C(=O)c3ccco3)CC2)cc1,i,34,4%,-2,722
Cc1cccc(CSC2=NCCN2S(=O)(=O)c2ccc(F)cc2)c1,i,33,0%,-7,857
O=C(NCc1ccccc1)NC(=O)c1ccc(Cl)cc1,i,31,-1%,8,710
O=S(=O)(c1cccc(Cl)c1)N1CN(CC2CCCO2)c2nc3ccccc3nc21 (stereo not drawn),i,39,-12%,-28,749
COc1ccc(C(=O)N2CCN(CCNC(=O)C(=O)Nc3ccc(F)cc3)CC2)cc1OC,i,22,-4%,-2,805
O=C(O)c1ccc(S(=O)(=O)N2CCN(c3ccccn3)CC2)cc1,i,50,-2%,2,859
O=C(NNc1ncnc2c1cnn2-c1ccc(F)cc1)c1ccco1,i,36,4%,-4,812
CCOc1ccc(CCNC(=O)c2nn(C)c3c2CS(=O)(=O)c2ccccc2-3)cc1,i,11,1%,-8,745
O=C(NCCC(NS(=O)(=O)OCC(Cl)(Cl)Cl)c1ccccc1)C(F)(F)F (stereo not drawn),i,17,-11%,-8,765
O=C(O)/C(=C\c1ccc(-c2ccccc2[N+](=O)[O-])o1)c1ccccc1,i,49,-4%,20,794
COc1cccc(C(=O)Oc2ccc(/C=N/Nc3ccc(C(=O)O)cc3)cc2OC)c1,i,7,-6%,-2,789
CC(C)C(C(=O)NCC1CCCO1)N(Cc1ccccc1)C(=O)CNS(=O)(=O)c1ccccc1 (stereo not drawn),i,5,-7%,8,740
CCc1ccccc1N(C(=O)c1snc(C(N)=O)c1N)C(C(=O)NCC1CCCO1)c1c[nH]c2ccccc12 (stereo not drawn),i,9,7%,0,826

Some values from the list.
Under Salmonella PhoP GFP, COc1cccc(C(=O)Oc2ccc(/C=N/Nc3ccc(C(=O)O)cc3)cc2OC)c1 is listed with -6%
Under Lipid droplet cells 6.5 µM, O=C(NNc1ncnc2c1cnn2-c1ccc(F)cc1)c1ccco1 is listed with 812
Under Lipid droplet cells 6.5 µM, O=C(O)/C(=C\c1ccc(-c2ccccc2[N+](=O)[O-])o1)c1ccccc1 is listed with 794

Bioassay records: PubChem BioAssay, several laboratories
